Bioassay records (PubChem)
KinaseGlo FLuc: Counterscreen for Luciferase (Kinase-Glo TM) Inhibition. 200,000 tested, 0.28% active. Potency, µM (titrated, usually from 38.3 µM), for the others: top-dose activity change, negative = inhibition, usual class: inhibitors. Luciferin 4-monooxygenase (Photuris pensylvanica), Q27757. AID 1379, 2008. Kinase-Glo luciferase, ATP luminescence, 8 min; also: potency is read from the fitted curve at half-maximal effect; % is scaled to controls: 0 for no effect and ±100 for the full control effect; nearly all actives have a fitted effect of over 60% in size
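Compound is pinned into ATP-containing buffer (10 uM ATP, imidazole pH 7.2, 7 mM MgCl2). Kinase-Glo luciferase reagent is then added. Light output is recorded following an 8-min room-temperature incubation.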
IMPase Li cell: qHTS Assay for Identifying the Cell-Membrane Permeable IMPase Inhibitors: Potentiation with Lithium; 210,000 tested, 0.35% active; AID 1457, 2008; Potency, µM (top dose mostly 59.4 µM), for inactives: at the highest dose activity, negative = IMPase inhibition, hits mostly inhibitors; CHO-M1 cells, IP1 TR-FRET (IP-One), carbachol + lithium;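 also: IP1 builds up when IMPase is blocked and the TR-FRET signal falls; potency is read from the fitted curve at half-maximal effect; plate controls were basal vehicle for no effect and high inhibitor control for full effect; nearly all actives have a fitted effect of over 50% in size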
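Concentration–response in CHO-M1 cells, lithium-potentiated; 30 min at 37C. IP1 detected by competitive TR-FRET after 10 min lysis at RT. Hill-fitted AC50.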
CBFb-RUNX1 inh: qHTS Assay for Compounds Blocking the Interaction Between CBF-beta and RUNX1 for the Treatment of Acute Myeloid Leukemia; 230,000 tested, under 10 active; AID 1477, 2009; AlphaScreen CBFb-His/RUNX1-biotin binding, biochemical; Potency, µM (titrated, usually from 59.8 µM), for inactives: at the highest dose activity, negative = inhibition, most hits filed as inhibitors; Runt-related transcription factor 1 (Homo sapiens) + Core-binding factor subunit beta …; also: % of control where 0% means no effect
Target sequence (Q01196 whole entry, looked up): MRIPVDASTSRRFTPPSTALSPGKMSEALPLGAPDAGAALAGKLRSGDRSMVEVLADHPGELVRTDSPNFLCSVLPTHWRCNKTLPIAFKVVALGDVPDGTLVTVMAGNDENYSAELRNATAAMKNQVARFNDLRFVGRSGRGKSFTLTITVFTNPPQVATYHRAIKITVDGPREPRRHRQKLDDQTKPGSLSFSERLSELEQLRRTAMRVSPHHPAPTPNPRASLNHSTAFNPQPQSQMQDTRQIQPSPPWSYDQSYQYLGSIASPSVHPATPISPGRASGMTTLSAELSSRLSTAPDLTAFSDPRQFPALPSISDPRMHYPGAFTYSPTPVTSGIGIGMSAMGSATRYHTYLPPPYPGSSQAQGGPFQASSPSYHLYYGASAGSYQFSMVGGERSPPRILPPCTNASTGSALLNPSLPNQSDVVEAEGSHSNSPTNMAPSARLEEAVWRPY
Target sequence (Q13951 whole entry, looked up): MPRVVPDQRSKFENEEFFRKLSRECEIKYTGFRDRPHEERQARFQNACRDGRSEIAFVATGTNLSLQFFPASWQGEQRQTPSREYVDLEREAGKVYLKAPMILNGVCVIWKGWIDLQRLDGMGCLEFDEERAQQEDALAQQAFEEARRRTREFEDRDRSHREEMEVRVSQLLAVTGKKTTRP
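Bead-based AlphaScreen assay; binding partners His-tagged CBF-beta and biotinylated RUNX1 at 30 nM each. Compound exposure 15 min after a 20-min protein preincubation; bead step 90 min; all steps at room temperature.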
Epigenetic reg: Quantitative High-Throughput Screen for Regulators of Epigenetic Control. Potency, µM (highest dose often 53.9 µM), for the others: at the top dose GFP activation, most hits filed as activators. murine LDR cells, GFP reporter derepression, 30 h. AID 1865, 2009. 280,000 tested, 0.2% active; also: potency is read from the fitted curve at half-maximal effect; % of control where 0% means no effect; nearly all actives have a fitted effect of over 60% in size
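Readout is the number of GFP-expressing murine LDR cells, counted by cytometry following washing. Cells were treated with compound for 30 h at 37 C; the stably integrated CMV-GFP locus is normally silent.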
HttQ103 aggreg: qHTS Multiplex Assay to Identify Dual Action Probes in a Cell Model of Huntington: Aggregate Formation (GFP); Potency, µM (highest dose often 46.1 µM), inactives show at the top dose activity change, negative = inhibition, most hits filed as inhibitors; PC12 HttQ103-GFP aggregates, Acumen cytometry, 40 h; 220,000 tested, 1.1% active; AID 1688, 2009; also: potency is read from the fitted curve at half-maximal effect; % is scaled to controls: 0 for no effect and ±100 for the full control effect; nearly all actives have a fitted effect of over 60% in size
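Compounds (qHTS titration) were added to PC12 cells expressing an ecdysone-driven HTT exon 1 Q103–GFP fusion after induction with 100 nM tebufenozide. Aggregate formation was measured as GFP objects in cell lysates.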
NPSR antag: qHTS Assay for Antagonists of the Neuropeptide S Receptor: cAMP Signal Transduction. Potency, µM (series often up to 38.3 µM), inactives show top-dose activity change, negative = inhibition, actives largely listed as inhibitors. CHO-NPSR cells, cAMP TR-FRET, antagonist mode. 220,000 tested, 1% active. AID 1461, 2008; also: potency is read from the fitted curve at half-maximal effect; % is scaled to controls: 0 for no effect and ±100 for the full control effect; nearly all actives have a fitted effect of over 50% in size; many of its hits are not listed in these tables
Target sequence (Q6W5P4 whole entry, looked up): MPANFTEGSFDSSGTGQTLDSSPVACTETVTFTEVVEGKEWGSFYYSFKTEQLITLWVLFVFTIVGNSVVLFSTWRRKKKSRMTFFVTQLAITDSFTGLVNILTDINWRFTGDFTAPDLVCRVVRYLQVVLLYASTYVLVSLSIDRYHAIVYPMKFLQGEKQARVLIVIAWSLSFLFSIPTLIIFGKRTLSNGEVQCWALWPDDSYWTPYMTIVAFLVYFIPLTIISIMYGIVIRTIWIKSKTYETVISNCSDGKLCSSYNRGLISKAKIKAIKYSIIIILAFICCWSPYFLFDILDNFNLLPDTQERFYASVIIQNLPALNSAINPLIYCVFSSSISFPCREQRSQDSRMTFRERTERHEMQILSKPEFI
Lamin A splicing: qHTS Assay for Modulators of Lamin A Splicing. Potency, µM (top dose mostly 46.1 µM), without a hit: at the highest dose ratio change, negative = inhibition, hits mostly inhibitors. 200,000 tested, 0.01% active. HeLa LMNA splicing GFP/RFP minigene ratio, 48 h; active = well fitted inhibition curve with a large enough effect in the signal ratio, with a control signal flat, not every such curve was filed as active; inconclusive = small, poorly fitted or top-dose-only effect, or effect the other way, or a change in a side signal; the % refers to the signal ratio; also: potency is read from the fitted curve at half-maximal effect; % is scaled to controls: 0 for no effect and ±100 for the full control effect
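S3 HeLa stable clones carrying a lamin A-EGFP splicing minigene plus DsRed2 were seeded at 600 cells/well in Opti-MEM with 2% FBS, pin-dosed and incubated 48 h at 37°C. Acumen cytometry (488 nm) gave the GFP/RFP total-intensity ratio.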
Active calls of the source: *; u = inconclusive; x = not tested or not shown; & = joins results of further samples; [ ] = remark or other dose. Unless noted, calls follow the shape of the dose curve; as a rule, active = well fitted curve in the direction sought with a large enough effect; inconclusive = small, poorly fitted or top-dose-only effect, or another doubt; inactive = no such curve, though single readings can be large; an effect the other way counts as inactive or inconclusive.

no.	SMILES	KinaseGlo FLuc	IMPase Li cell	CBFb-RUNX1 inh	Epigenetic reg
1	Cc1ccccc1OCCN1C(=O)NC2(CCc3ccccc32)C1=O (stereo not drawn)	2%	27%[38.3 µM]	-6%	-9.5%
2	CSc1nnc(NC(=O)c2ccc(S(=O)(=O)N(C)C)cc2)s1	-3%	-2%	1%	2.5%
3	CCCCNC(=O)C(=O)N/N=C/c1ccc(OCc2ccccc2)cc1	-2%	10%	9%	-1.5%
4	Cc1cc(NC(=O)CSc2nnc(NC(=O)C3CC(=O)N(c4ccccc4C)C3)s2)no1 (stereo not drawn)	-3%	u	10%	-0.3%
5	COc1ccc(N(CC(=O)NCCSCc2c(F)cccc2Cl)S(C)(=O)=O)cc1OC	20%	23%[38.3 µM]	2%	0.0%
6	N#Cc1c(N)oc(-c2ccco2)c1-c1ccco1	3%	-22%[38.3 µM]	3%	0.0%
7	CC(Sc1nnc(Nc2ccccc2)s1)C(=O)Nc1nc(-c2ccccc2)cs1 (stereo not drawn)	3%	2%	3%	1.3%
8	CC(=O)O[C@H]1CC(C)(C)C(=C=C/C(C)=C/C=C/C(C)=C/C=C/C=C(C)/C=C/C=C(\C)C(=O)C[C@@]23O[C@]2(C)C[C@@H](O)CC3(C)C)[C@](C)(O)C1	x	x	-1%	u
9	N#C/C(=C\c1c(N2CCOCC2)nc2ccccn2c1=O)C(=O)NC1CCS(=O)(=O)C1 (stereo not drawn)	x	x	3%	12%
10	CCOc1ccc(N2C(=O)Nc3ccccc3C2(O)C(=O)N2CCN(c3ccccn3)CC2)cc1 (stereo not drawn)	-2%	2%	16%	6.1%
11	O=C1CCc2ccc(NS(=O)(=O)c3ccc(F)cc3)cc2N1	1%	2%	17%	1.6%
12	O=C(Cc1ccccc1)NCCSC1CCCCC1	3%	6%	-9%	-1.6%
13	CCCN1/C(=C2/SC(=S)N(CC)C2=O)C=Cc2ccccc21	-25%	77%[activator][38.3 µM]	3%	0.0%
14	CC(c1cc2ccccc2s1)N(O)C(N)=O (stereo not drawn)	0%[39.9 µM]	4%	-12%&3%	3.0%&0.0%
15	c1ccc(-c2cccs2)nc1	x	x	3%	-2.9%

no.	HttQ103 aggreg	NPSR antag	Lamin A splicing
1	-3%	-1%[46.1 µM]	-12%
2	-16%	-22%	-1%[46 µM]
3	u	9%	0%[46 µM]
4	4%	-9%	-5%
5	22%	u	-4%
6	-13%	-10%[46.1 µM]	-1%
7	-1%	-17%	x
8	-14%[9.22 µM]	-22%	x
9	3%[9.22 µM]	-10%	x
10	19%	2%	0%[46 µM]
11	22%	25%	u
12	15%	-1%	x
13	-20%	u	-3%
14	-3%	17%	u
15	2%[9.22 µM]	-6%	x

(continued)
no.	SMILES	KinaseGlo FLuc	IMPase Li cell	CBFb-RUNX1 inh	Epigenetic reg
16	CC(=O)Nc1ccc(-c2cc(N)n(-c3ccccc3)n2)cc1	x	x	-6%	2.8%
17	O=C(COc1ccc(Cl)cc1Cl)Nc1ccc2nc3n(c(=O)c2c1)CCCC3	8%	7%[38.3 µM]	0%	-1.1%
18	CCOc1ccc(N2CC(O)=C(c3ccccc3)C2=N)cc1	-3%	4%	0%	2.4%
19	Cc1ccc(SCc2noc(C(=O)NCC3CCCO3)c2C(=O)O)cc1C (stereo not drawn)	1%	-11%[38.3 µM]	-5%	-0.9%
20	CCO[C@H]1OC(C(=O)Nc2ccccc2)=C[C@@H](c2ccc(C(F)(F)F)cc2)[C@@H]1CCCO	x	4%	13%	-2.9%
21	Cc1ccc(C(=O)C[n+]2cccc(C(N)=O)c2)cc1	x	x	-4%	0.5%
22	COc1ccc(C(C)=O)cc1COC(=O)C(CO)NS(=O)(=O)c1ccc(Br)cc1 (stereo not drawn)	-1%	1%	1%	-0.2%
23	COn1c(=S)[nH]c2ccccc2c1=O	5%	-5%[38.3 µM]	2%	-0.7%
24	Cc1ccc(C=Nc2ccccc2C(N)=O)cc1	-7%	-12%[38.3 µM]	5%	6.2%
25	CC(C)Nc1nc(NC(C)(C)C)nc(Oc2ccc(=O)n(-c3ccccc3)n2)n1	-3%	-22%[38.3 µM]	0%	-0.9%
26	COc1ccc(Nc2nc(-c3ccccc3)c3ccccc3n2)cc1	1%	26%	-13%	1.1%
27	COc1ccc(/C=C/C(=O)c2ccccc2O)cc1	u	15%	9%[13.1 µM]	0.8%[10.1 µM]
28	O=C(OOC(=O)c1ccccc1)c1ccccc1	2%[39.9 µM]	-9%	25%&26%	-3.0%
29	COc1ccc(Nc2nc(N)nc(COc3ccc(OC)cc3)n2)cc1	-4%	-1%[38.3 µM]	2%	0.0%
30	COc1cccc(NC(=O)CSc2ncc(S(=O)(=O)c3ccccc3)c(=O)[nH]2)c1	x	x	5%	0.0%

no.	HttQ103 aggreg	NPSR antag	Lamin A splicing
16	6%[9.22 µM]	4%	x
17	10%	-24%[46.1 µM]	u
18	7%	0%	-13%[46 µM]
19	1%	-2%[46.1 µM]	5%[0.0737 µM]
20	28%[9.22 µM]	u	x
21	-1%[9.22 µM]	3%	x
22	-1%	-2%	-9%[46 µM]
23	7%	-16%[46.1 µM]	13%
24	-4%	-5%[46.1 µM]	-17%
25	1%	-23%[46.1 µM]	2%
26	-28%	-25%[46.1 µM]	u
27	-28%	-12%	-1%
28	10%	x	u
29	2%	-4%[46.1 µM]	11%
30	0%[9.22 µM]	38%	x

The listing continues.
no.	SMILES	KinaseGlo FLuc	IMPase Li cell	CBFb-RUNX1 inh	Epigenetic reg
31	C=C(C)CNC(=S)N1CCNC(=O)C1CC(=O)OC (stereo not drawn)	0%	-1%	14%	0.0%
32	Cc1ccc(C(=O)N(CN2CCCC2=O)c2ccccc2)cc1	1%	0%	10%	-2.9%
33	COc1ccc(-c2nn(-c3ccccc3)cc2/C=N/NS(=O)(=O)c2ccccc2)cc1	-6%	11%[38.3 µM]	-5%	-1.4%
34	COc1ccc(-n2c(C)cc(/C=C3/SC(=S)N(C)C3=O)c2C)cc1	-2%	5%	2%	-1.6%
35	Cc1ccc(OCC(=O)N(Cc2ccccc2)C(C)C)c([N+](=O)[O-])n1	1%	2%	-8%	-0.1%
36	CC(=O)Nc1ccc(CN2CCN(CC(C)C)C(CCO)C2)cc1 (stereo not drawn)	3%	8%	10%	-0.7%
37	COc1ccc(N2C(=O)CC(NCc3ccc(F)cc3)C2=O)cc1 (stereo not drawn)	-2%	3%	-6%	-2.6%
38	C/C(Cn1nnc2ccccc21)=N\NC(=O)c1ccc(Br)cc1	1%	-11%	-7%	0.0%
39	Cc1ccc(S(=O)(=O)NNC(=O)c2ccc(O)cc2)cc1	-2%	2%	-11%	-1.6%
40	Cc1ccc(OCC(=O)N2CCN(C(=O)Cc3ccccc3)CC2)cc1	0%	-12%[38.3 µM]	-2%	0.8%
41	COc1ccc(NC(=O)O/N=C/c2c(C)nn(C(C)(C)C)c2C)cc1	x	x	4%	0.5%
42	Cc1cccc(-n2c(C)cc(/C=C3/C(=N)N4C(c5ccccc5)=CSC4=NC3=O)c2C)c1	0%	3%	3%	3.0%
43	Cc1ccc(-n2ncc3c(=O)n(CC(=O)NCc4ccco4)cnc32)cc1C	2%	-24%[38.3 µM]	5%	2.6%
44	CNC(=O)Cn1c(C)cc(=O)c2cccc(C)c21	x	x	0%	9.2%
45	CCC(Oc1ccccc1)C(=O)Nc1ccc(-c2nnc(-c3ccco3)o2)cc1 (stereo not drawn)	4%	71%[activator][38.3 µM]	0%	1.5%

no.	HttQ103 aggreg	NPSR antag	Lamin A splicing
31	-7%	4%	-1%
32	21%	18%	x
33	-24%	u	-1%
34	2%	-9%	-13%
35	11%	5%	-9%
36	21%	-9%	x
37	0%	2%[46.1 µM]	-4%
38	-31%	-1%	x
39	-3%	-23%	-12%
40	6%	2%[46.1 µM]	2%
41	-3%[9.22 µM]	9%	x
42	-17%	9%	-7%
43	-12%	16%[46.1 µM]	u
44	24%[9.22 µM]	-3%[7.67 µM]	x
45	19%	-26%[46.1 µM]	-12%

Whole records as entered above:
`CSc1nnc(NC(=O)c2ccc(S(=O)(=O)N(C)C)cc2)s1` reads KinaseGlo FLuc = -3%; IMPase Li cell = -2%; CBFb-RUNX1 inh = 1%; Epigenetic reg = 2.5%; HttQ103 aggreg = -16%; NPSR antag = -22%; Lamin A splicing = -1%[46 µM]
`C=C(C)CNC(=S)N1CCNC(=O)C1CC(=O)OC` (stereo not drawn) reads KinaseGlo FLuc = 0%; IMPase Li cell = -1%; CBFb-RUNX1 inh = 14%; Epigenetic reg = 0.0%; HttQ103 aggreg = -7%; NPSR antag = 4%; Lamin A splicing = -1%

(cont.)
no.	SMILES	KinaseGlo FLuc	IMPase Li cell	CBFb-RUNX1 inh	Epigenetic reg
46	CCN1CCN(CCn2c(=S)[nH]c3cc4c(cc3c2=O)OCO4)CC1	-2%	60%[activator][38.3 µM]	-1%	0.0%
47	Cc1ccc(S(=O)(=O)N(C)C)cc1NC(=O)c1sccc1Cl	x	x	0%	1.1%
48	Cc1cccc(CN2CCNC2=O)c1	4%	8%[38.3 µM]	10%	-2.1%
49	COc1cccc(OC)c1OCCCOc1ccc(C)cc1Br	-2%	3%	2%	0.0%
50	CCN1CCCC1CNS(=O)(=O)c1ccc(Cl)c(C(F)(F)F)c1 (stereo not drawn)	-1%	11%	11%	-0.1%
51	Cc1sc(=NC(=O)c2ccco2)n(C)c1-c1ccc(Cl)cc1	7%	7%[38.3 µM]	4%	-1.0%
52	COCCCN1C(=O)C(=O)/C(=C(/O)c2ccc(OC(C)C)cc2)C1c1cccnc1 (stereo not drawn)	0%	11µM*	14%	0.1%
53	c1ccc(Cc2nn[nH]n2)cc1	x	x	10%	-8.8%

no.	HttQ103 aggreg	NPSR antag	Lamin A splicing
46	13%	-10%[46.1 µM]	-2%
47	-9%[9.22 µM]	9%	14%[46 µM]
48	0%	-14%[46.1 µM]	6%
49	5%	-24%	u
50	17%	9%	x
51	-5%	-22%[46.1 µM]	u
52	14%	u	1%
53	10%	-3%[46.1 µM]	-3%

An excerpt; the hit share may differ from the screen's.
